Assay outcomes as filed in PubChem.
EBI2 block = blocks human EBI2 receptor beta-arrestin signaling | AID 651636 | inhibition, % at 5 µM | P32249 | EBI2 beta-arrestin recruitment, luminescence, 7a,25-OHC stimulated | 0.81% of 360,000 active; in the data active = inhibition above about 38%;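 note: enzyme fragment complementation signal reports receptor beta-arrestin coupling in cells; 0% = agonist plus DMSO wells and 100% = wells without agonist; some results beyond the cut were filed as inactive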
697 NFkB inh = lowers PMA/ionomycin-induced NF-kB signal in 697 B cells | 0.33% of 330,000 active | inhibition, % at 4 µM | 697 B-cell NF-kB luciferase reporter, 16 h; in the data active = inhibition above about 35%
Apaf1 inhib = blocks human Apaf-1 apoptosome activity; O14727; reconstituted apoptosome caspase-3 activity, DEVD-Rh110 fluorescence; inhibition, % at 20 µM; 0.71% of 330,000 active; AID 489030; active = inhibition of at least 40% at 20 µM;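 note: plate controls were DMSO wells for no effect and DEVD-CHO caspase inhibitor wells for full effect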
Target sequence (O14727 whole entry, looked up): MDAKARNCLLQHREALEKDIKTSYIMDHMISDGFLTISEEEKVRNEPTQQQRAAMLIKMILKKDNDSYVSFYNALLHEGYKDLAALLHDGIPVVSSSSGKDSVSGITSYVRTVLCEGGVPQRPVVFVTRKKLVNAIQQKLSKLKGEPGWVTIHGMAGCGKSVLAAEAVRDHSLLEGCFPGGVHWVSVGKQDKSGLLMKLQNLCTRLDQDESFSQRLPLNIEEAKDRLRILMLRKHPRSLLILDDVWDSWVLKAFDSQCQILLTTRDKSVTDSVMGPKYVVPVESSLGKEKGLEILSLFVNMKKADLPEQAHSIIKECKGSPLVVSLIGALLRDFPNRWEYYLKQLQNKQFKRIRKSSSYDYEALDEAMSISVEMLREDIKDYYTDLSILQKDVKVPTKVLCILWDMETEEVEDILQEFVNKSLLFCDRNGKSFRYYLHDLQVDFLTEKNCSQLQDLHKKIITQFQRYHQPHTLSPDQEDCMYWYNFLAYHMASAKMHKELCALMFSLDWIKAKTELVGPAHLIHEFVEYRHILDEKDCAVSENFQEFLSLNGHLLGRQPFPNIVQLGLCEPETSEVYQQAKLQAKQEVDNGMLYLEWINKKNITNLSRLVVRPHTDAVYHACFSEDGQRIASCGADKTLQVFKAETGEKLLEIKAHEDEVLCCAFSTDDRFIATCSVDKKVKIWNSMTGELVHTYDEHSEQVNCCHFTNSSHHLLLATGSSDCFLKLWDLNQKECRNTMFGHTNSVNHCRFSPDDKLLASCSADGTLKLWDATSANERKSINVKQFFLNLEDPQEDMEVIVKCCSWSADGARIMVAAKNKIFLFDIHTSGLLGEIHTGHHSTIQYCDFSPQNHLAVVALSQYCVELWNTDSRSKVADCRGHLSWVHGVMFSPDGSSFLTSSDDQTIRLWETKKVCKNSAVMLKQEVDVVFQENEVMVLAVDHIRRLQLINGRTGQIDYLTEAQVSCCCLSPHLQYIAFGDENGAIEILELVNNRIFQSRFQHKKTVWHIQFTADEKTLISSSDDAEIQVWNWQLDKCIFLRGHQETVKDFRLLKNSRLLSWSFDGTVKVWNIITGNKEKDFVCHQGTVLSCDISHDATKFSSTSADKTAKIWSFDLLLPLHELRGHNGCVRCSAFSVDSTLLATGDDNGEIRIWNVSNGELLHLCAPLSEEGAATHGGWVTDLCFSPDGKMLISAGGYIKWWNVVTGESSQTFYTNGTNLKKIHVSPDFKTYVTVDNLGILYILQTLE
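Material: reconstituted apoptosome with Apaf-1, cytochrome c, caspase-9, procaspase-3, dATP; medium: pH 7.5 Hepes buffer with CHAPS, BSA, DTT; also added: cytochrome c and DEVD-Rh110 substrate; timing: 30 min plus 50 min, RT; signal: Rh110 fluorescence intensity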
UBC13 inh = human UBC13 polyubiquitination inhibition | inhibition, % at 20 µM | 0.47% of 330,000 active | AID 485273 | P61088 | UBC13 polyubiquitin chain formation, TR-FRET; in the data active = inhibition above about 45%, passing the limit was not always enough
SENP8 block = inhibitors of human SENP8 protease | Q96LD8 | inhibition, % at 10 µM | purified SENP8, Z-RLRGG-aminoluciferin cleavage, luminescence | 1.2% of 330,000 active | AID 2540
Jurkat NFkB inh = inhibitors of the PMA/ionomycin-induced NF-kB reporter in Jurkat cells; PMA/ionomycin-induced NF-kB luciferase reporter, luminescence; inhibition, % at 4 µM; 0.53% of 330,000 active; AID 435003
Gli-Sufu antag = blocks Gli-Sufu signaling in a luciferase reporter; 0.74% of 340,000 active; AID 588413; inhibition, % at 5 µM; Sufu-KO-LIGHT fibroblasts, Gli luciferase reporter luminescence;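 active = inhibition above about 55%, limit read from the data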;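 note: 0% = DMSO-treated cells and 100% = wells with medium but no cells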
CCR6 antagonist = CCR6 (human) receptor antagonism | P51684 | CHO-K1 CCR6 PathHunter beta-arrestin, luminescence, CCL20-stimulated | inhibition, % at 20 µM | 0.49% of 340,000 active;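 active = compounds whose inhibition of the agonist-driven luminescence signal at 20 µM reaches about 50%, limit read from the data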;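 note: cells stimulated with CCL20 at 14 nM final; plate controls were DMSO with CCL20 for no effect and DMSO without agonist for full effect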
* hit, by the source's call; . = not tested or not shown. Cut-off read from the data, not from the text of the source, unless noted: active = inhibition above about 50%; inactive = the rest. Only part of the results is shown; count on the stated rates, not on these rows.

SMILES	EBI2 block	697 NFkB inh	Apaf1 inhib	UBC13 inh	SENP8 block	Jurkat NFkB inh	Gli-Sufu antag	CCR6 antagonist
CC1(C)CC2(CC(c3ccccc3F)c3cc(Cl)c(O)cc3O2)NC(=S)N1 (stereo not given)	-5	8	9	6	0	13	3	-1
CCOc1ccc(C)cc1S(=O)(=O)NC1CCCCC1	0	5	19	-2	2	12	0	17
O=C(NC(Cc1c[nH]c2ccccc12)c1nnc2n1CCCCC2)c1ccccc1 (stereo not given)	-4	15	-3	-13	-12	3	2	-9
CCSc1nc2ccccc2n1CCOc1ccccc1	10	-17	4	13	1	-8	-8	14
CCOC(=O)c1sc(=S)n(CC)c1NC(=O)C1CC1	3	14	-3	-17	-6	5	7	-9
O=C(CSc1nnnn1C1CCCC1)N1CCOCC1	-4	-8	5	-3	-11	-11	-13	14
O=C(Cc1ccccc1)NNc1c2ccccc2nc2ccccc12	8	-8	0	-25	2	-7	-6	26
Cc1ccc(-n2nc3c(=O)n(CC(=O)NCCc4ccccc4C)nc(C)c3c2C)cc1	8	-13	6	-9	6	24	-12	18
Fc1ccc(C(c2nnnn2C2CCCCC2)N2CCCC2)cc1 (stereo not given)	5	2	1	7	3	-6	-9	13
Cc1cccc(C2c3[nH]c4ccccc4c3CCN2C(=O)c2ocnc2C)n1 (stereo not given)	5	5	6	4	2	2	5	-2
Cc1ccc(NC(=O)N2CCCN(C(=O)OC(C)(C)C)CC2)cc1Cl	-3	14	3	0	-1	-5	1	7
COc1cccc(NC(=O)c2cnn(-c3ccccc3)c2C)c1	3	-187	-1	-3	78*	-169	-89	-6
Nc1cccc(Oc2ccc([N+](=O)[O-])cc2)c1	9	17	-4	6	-2	-9	-5	-12
COc1cc(OC)c(NC(=O)c2ccoc2C)cc1Cl	1	8	-16	11	5	6	4	14
COc1ccc(C2C(C#N)=C(N)Oc3cc(C)n(CCN4CCOCC4)c(=O)c32)cc1OC (stereo not given)	-8	20	-12	8	2	-8	-5	-5
Cc1ccc2nc(/C(C#N)=C\c3ccc(N4CCCCC4)c([N+](=O)[O-])c3)[nH]c2c1	30	3	-2	-67	-19	-2	50	42
Cc1ccc(NC(=O)c2cc(S(=O)(=O)N3CCOCC3)cn2C)c(C)c1	-2	-8	6	-12	-10	8	-4	7
O=C(O)Cc1ccc(NC(=O)c2ccc(NC(=O)C3CC3)cc2)cc1	-17	-7	11	-3	-15	18	-3	4
Cc1ccc(NC(=S)NCC2CCN(C(C)c3ccccc3)C2)cc1C (stereo not given)	7	-17	-15	13	-6	12	11	3
CCCOc1ccc(C2NC(=S)NC(C)=C2C(=O)c2ccccc2)cc1OC (stereo not given)	13	-12	13	-2	1	-1	7	9
Cc1ccc2nc(-c3ccncc3)c(NC3CCCC3)n2c1	15	11	4	24	1	3	28	17
Cc1ccc(NS(=O)(=O)c2ccc(C(=O)Nc3nncs3)cc2)cc1	-3	9	1	-4	7	-1	3	4
COC(=O)c1ccccc1S(=O)(=O)N(Cc1cc2cc3c(cc2[nH]c1=O)OCO3)C1CCCCC1	.	-11	21	17	7	18	.	.
Cc1ccccc1S(=O)(=O)Cc1ccc(C(=O)N2CCN(c3ccc(F)cc3)CC2)o1	7	-5	3	0	-1	3	4	5
COc1ccc(NC(=O)CSc2nccc(C)n2)cc1	-6	6	4	-2	4	0	-5	-1
Cc1ccc(-n2ncc3c2CC(C)(C)CC3NC(=O)CCN2CCCCC2=O)cc1 (stereo not given)	-10	-43	1	-15	-1	-10	22	-5
Cc1cccc(C2N(c3ccc(F)cc3)C(=O)C3CCCN32)c1 (stereo not given)	2	2	11	8	-2	4	-4	0
Cc1ccc(S(=O)(=O)Nn2c(O)c(C=C3N=c4ccccc4=N3)sc2=S)cc1	-13	27	1	-13	2	14	-5	32
CC(C)[C@H](NC(=O)c1ccco1)C(=O)OCC(=O)Nc1ccc(Cl)c(S(=O)(=O)N(C)C)c1	10	0	-7	-3	-5	-3	4	11
CCC(C(=O)NC1CCCC1)N(C(=O)c1snc(C(N)=O)c1N)c1ccc(OC)c(OC)c1 (stereo not given)	-2	8	-7	42	-3	5	2	6
Clc1ccc(NNc2ccnc3cc(Cl)ccc23)cc1	18	11	8	3	-1	-2	13	29
Cc1ccccc1OCC1CN(CN2CCOCC2)C(=O)O1 (stereo not given)	1	-11	14	-8	-10	-16	0	5
COc1ccc(OCCC(=O)OCC(=O)NC(=O)NC2CCCCC2)cc1	0	-9	19	-7	-2	2	2	8
O=C(COc1ccc(S(=O)(=O)NC2CCCCC2)cc1Cl)NCC1CCCO1 (stereo not given)	2	-2	-2	10	0	8	33	9
O=C(Nc1ccncc1)c1ccc(NS(=O)(=O)c2ccc3[nH]c(=O)[nH]c3c2)cc1	-5	13	-1	5	-4	11	10	-20
CC(C)(C)OC(=O)NCc1ccc(NC(=O)c2nc[nH]c2C(=O)NCCN(CCNC(=O)c2[nH]cnc2C(=O)Nc2ccc(CNC(=O)OC(C)(C)C)cc2)CCNC(=O)c2[nH]cnc2C(=O)Nc2ccc(CNC(=O)OC(C)(C)C)cc2)cc1	-2	-6	19	-10	-3	-4	1	8
CCOc1ccccc1NC(=S)N1CCN(c2ccccc2)CC1	5	-10	7	2	-7	-6	29	16
CC(C)C(=O)Nc1ccc(-c2nc3cccnc3o2)cc1	-8	-198	4	-4	-17	-93	-86	6
CN(C(=O)COC(=O)c1ccc2c(c1)OCCO2)C1CCCCC1	-8	23	-4	5	6	6	1	11
Cc1noc(C)c1S(=O)(=O)Nc1ccccc1Oc1ccccc1	5	-40	-13	-2	2	-39	-1	-2
COc1ccc(C(=O)NCCNC(=O)c2cc(OCC(F)(F)F)ccc2OCC(F)(F)F)cc1	3	3	6	-3	-13	4	8	-6
Cc1cc(C(=O)NCCN2CCCCC2C)n(-c2ccccc2)n1 (stereo not given)	-6	14	12	6	-6	-1	9	-5
Cc1nc2ncnn2c(C)c1CCC(=O)Nc1csc(N)n1	0	5	0	-11	-7	-14	4	-8
CC(C)NC(=O)C1CCN(C2CCN(Cc3ccc4cccc(F)c4n3)CC2)CC1	-8	-1	-20	2	-5	3	15	-1
Cc1cc(C)cc(C(=O)N(CCc2ccccc2)C2=CC3CCC(C2)N3C)c1 (stereo not given)	8	-4	2	-2	-4	0	18	18
CC1CCCCC1NC(=O)c1cccc(S(=O)(=O)N2CCN(Cc3ccccc3)CC2)c1 (stereo not given)	2	-25	23	-8	-10	14	6	5
CCSC1=N/C(=C/c2ccsc2)C(=O)N1c1ccccc1	6	5	13	16	-6	8	2	17
CC(C)(C)OC(=O)N1Cc2ccccc2C[C@H]1C(=O)NCC(=O)NC1CCCC1	6	4	5	-6	-1	11	.	5
Cc1cc(C)cc(NC(=S)NCc2ccc(S(N)(=O)=O)cc2)c1	-1	15	0	1	8	17	-4	5
CCn1cc(CNC(=O)C2CCC(=O)N(Cc3ccc(Cl)cc3)C2)cn1 (stereo not given)	-2	-20	-1	-8	-1	1	-23	-4
S=c1nccc(-c2cccs2)[nH]1	4	8	-7	-3	2	0	10	3
Fc1ccccc1CSc1ccc(-c2ccco2)nn1	2	-69	-1	-16	21	-87	-84	10
N/C(=N\OC(=O)c1ccc(Br)cc1)c1ccncc1	-11	-102	4	-10	26	-72	-76	-14
O=C(N/N=C/c1cc(Br)cc(Cl)c1O)c1ccc2c(c1)OCO2	20	-25	9	-11	-7	11	0	0
CCNC(=O)N1CCCC(C(=O)c2ccc(-c3ccccc3)cc2)C1 (stereo not given)	1	-66	10	-4	-1	-34	-15	2
CCOC(=O)c1[nH]c(C)c(/C(O)=C2\C(=O)C(=O)N(CCN3CCOCC3)C2c2cccs2)c1C (stereo not given)	-1	-4	-6	-2	1	22	9	-21
NC(=O)N1OCC2COc3ccc4ccccc4c3C21 (stereo not given)	2	23	-2	6	4	-5	6	-20
Cc1ccc(NC(=O)N2CCCc3ccccc32)cc1	-1	10	11	4	-8	-2	-30	10
CCC1(c2ccccc2)NC(=O)N(CC(=O)NCCN2C(=O)S/C(=C\c3cccnc3)C2=O)C1=O (stereo not given)	0	-32	11	-20	0	11	-4	-3
Cc1oc(-c2ccc(Cl)cc2)nc1CN1CCCC(C(=O)NCc2cccnc2)C1 (stereo not given)	-3	-16	13	-8	-2	39	12	-2

Some of the entries so far, with bars between the fields.
Compound | EBI2 block | 697 NFkB inh | Apaf1 inhib | UBC13 inh | SENP8 block | Jurkat NFkB inh | Gli-Sufu antag | CCR6 antagonist
CC1CCCCC1NC(=O)c1cccc(S(=O)(=O)N2CCN(Cc3ccccc3)CC2)c1 (stereo not given) | 2 | -25 | 23 | -8 | -10 | 14 | 6 | 5
CCSC1=N/C(=C/c2ccsc2)C(=O)N1c1ccccc1 | 6 | 5 | 13 | 16 | -6 | 8 | 2 | 17
CC(C)(C)OC(=O)N1Cc2ccccc2C[C@H]1C(=O)NCC(=O)NC1CCCC1 | 6 | 4 | 5 | -6 | -1 | 11 | . | 5
Cc1cc(C)cc(NC(=S)NCc2ccc(S(N)(=O)=O)cc2)c1 | -1 | 15 | 0 | 1 | 8 | 17 | -4 | 5

Carrying on:
SMILES	EBI2 block	697 NFkB inh	Apaf1 inhib	UBC13 inh	SENP8 block	Jurkat NFkB inh	Gli-Sufu antag	CCR6 antagonist
COc1ccc(NC(=S)N2CCN(C/C=C/c3ccccc3)CC2)c(OC)c1	3	-7	-5	2	2	10	16	-20
COc1cccc(Nc2nc(NCCO)nc(N3CCCC3)n2)c1	3	6	2	10	1	1	7	-7
Cc1ccc2c(COC(=O)c3ccccc3Br)cc(=O)oc2c1	18	-45	14	15	-1	-107	-71	19
Fc1ccc(-c2[nH]ncc2CN2CCN(c3ccc(F)cc3)CC2)cc1	1	0	9	-4	-8	4	-5	4
C#CCNC(=O)C1=C[C@H](c2ccccc2)C[C@H](OCCCCO)O1	9	6	6	-3	-2	8	-37	1
COC(=O)CNc1nc(Cl)nc(N2CCC(C)CC2)n1	-7	-19	-6	-6	-7	-7	-5	14
Cc1ccc(SCC(=O)Nc2nnc(C(C)(C)C)s2)cc1	-8	-14	17	-1	-4	-4	-14	18
COc1ccc(N(Cc2ccccc2)S(=O)(=O)c2cc(C(=O)O)ccc2Cl)cc1	2	-13	11	4	10	-8	7	14
COc1cc(=O)n(C)c2c(OCC(O)C(C)(C)O)cccc12 (stereo not given)	-1	17	7	-12	-3	2	-3	4
CC(=O)Nc1ccc(N(C)C)cc1[N+](=O)[O-]	9	-4	9	-21	0	3	2	15
Cc1ccc(S(=O)(=O)N2[C@@H](c3ccc(C#N)cc3)C(C(=O)O)=C[C@H]2C(C)(C)C)cc1	-2	-7	8	-19	-17	-3	-1	7
C=CCNc1nc(-c2cccc(OC)c2O)nc2ccccc12	-6	15	13	1	1	-18	3	3
COc1cccc(NC(=S)NC(=O)/C=C/c2ccco2)c1	-4	-2	12	-3	-9	11	-9	19
O=C(CN1CCN(S(=O)(=O)c2ccc(Cl)cc2)CC1)Nc1ccc(N2CCOCC2)cc1	4	14	-1	4	-1	6	27	-4
COC(=O)c1ccc2ccn(CC(=O)NC(C)C)c2c1	-1	-1	-12	8	1	18	-13	2
CCOC(=O)c1c(C)n(C)c2cc(-c3ccc(F)cc3)c(O)cc12	-16	-52	-1	2	-7	-6	1	5
CCOc1ccc(NC(=O)CN(C)C(=O)C2CC(=O)N(Cc3ccco3)C2)cc1OCC (stereo not given)	-8	19	-11	11	1	2	-1	-8
COc1ccc(CNC(=O)CC2C[C@H](C(=O)N3CCOCC3)[C@@]3(C)c4[nH]c5ccccc5c4CCN3C2=O)cc1OC (stereo not given in full)	-3	-11	-6	-9	1	1	20	-6
COc1ccc2c(c1)-c1c(sn(-c3ccc(OC)c(OC)c3)c1=S)C(C)(C)N2	24	20	11	-8	7	0	-1	13
O=C(CCS(=O)(=O)c1cccc2nonc12)N1CCN(c2ccc(F)cc2)CC1	-3	-5	8	0	0	1	-25	18
